Screening data deposited in PubChem BioAssay by several laboratories.
dFosB act: enhances mouse delta FosB homodimer DNA binding; P13346; purified delta FosB, TAMRA-CDK5 oligo fluorescence polarization; percent of positive-control signal above neutral wells; activation, % at 25 µM; 340,000 tested, 0.99% active; AID 493131;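 active means mean activation above about 17%, with every replicate also reaching it, limit read from the data, passing the limit was not always enough; inconclusive means only one of the two conditions met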;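 further: fluorescence polarization rise as delta FosB binds a TAMRA Cdk5 AP-1 oligo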
Target sequence (P13346 whole entry, looked up): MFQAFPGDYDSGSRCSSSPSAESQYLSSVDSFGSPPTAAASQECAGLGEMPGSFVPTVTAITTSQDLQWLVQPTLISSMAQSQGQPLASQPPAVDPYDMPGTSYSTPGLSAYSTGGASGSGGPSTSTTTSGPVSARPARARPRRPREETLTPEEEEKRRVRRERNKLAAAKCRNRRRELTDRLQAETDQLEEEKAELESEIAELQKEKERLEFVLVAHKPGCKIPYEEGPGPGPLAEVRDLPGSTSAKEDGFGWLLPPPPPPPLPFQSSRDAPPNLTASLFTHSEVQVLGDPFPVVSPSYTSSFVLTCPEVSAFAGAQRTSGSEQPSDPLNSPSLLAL
Rtt109 Vps75: C. albicans Rtt109 histone acetyltransferase inhibition; Q5AAJ8; purified Rtt109/Vps75, ThioGlo CoA-SH fluorescence, 4 h; inhibition, % at 34.9 µM; 330,000 tested, 0.16% active; AID 540336;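 active means inhibition of at least 50% in every replicate; inconclusive means best replicate reaches 50% inhibition but some replicates fall short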
MITF act: activators of MITF-driven TRPM1 promoter activity in SK-MEL-5 cells; SK-MEL-5 TRPM1-promoter luciferase, 24 h; % of positive control, neutral wells = 0; activation, % at 12.5 µM; 300,000 tested, 0.75% active; AID 588334;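 active means mean activation of at least 80% with every replicate also reaching 80%; inconclusive means mean reaches 80% but some replicate falls short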;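 further: 0% = neutral control wells and 100% = parthenolide positive control wells; values of inactives mirror those of a sister screen read the other way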
Wnt act: activates Wnt/beta-catenin signaling in a reporter cell assay. activation, % at 9.35 µM. activator, plate reader. AID 743398. 300,000 tested, 1.2% active; in the data active means activation above about 30%, passing the limit was not always enough; inconclusive means no clear call, values can overlap the other calls;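 further: 0% = neutral control wells and 100% = positive control wells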
PvdQ inh: blocks Pseudomonas aeruginosa PvdQ acylase activity. purified PvdQ acylase, fluorescence plate reader. inhibition, % at 10 µM. 340,000 tested, 0.063% active; in the data active means inhibition above about 30%, passing the limit was not always enough; inconclusive means no clear call, values can overlap the other calls;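 further: 0% = vehicle neutral wells and 100% = reference inhibitor wells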
HTR5A ag ctr: HTR5A agonism, opioid heterodimer counter-screen. HTR5A agonist assay, luminescence, cell-based. activation, % at 9.3 µM. P47898. AID 504692. 340,000 tested, 0.61% active; in the data active means activation mostly above about 9.5%, no sharp cut-off; inactive means mostly below about 7.6%;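 further: 0% = cells with vehicle only and 100% = reference agonist; strong numbers were not always called active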
CDK5 p35 inh: CDK5/p35 (human) kinase inhibition; Q00535+Q15078; Recombinant CDK5/p35, ADP-Glo luminescence, 60 min; inhibition, % at 10 µM; 330,000 tested, 0.01% active; AID 488839;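 active means highest replicate inhibition of at least 50% and at least 75% of replicates reaching 50%; inconclusive means only one of the two criteria met; inactive means both criteria failed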;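 further: plate controls were DMSO neutral control for no effect and GW8510 at 10 µM for full effect; many of its hits are not listed in these tables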
Target sequence (Q00535 whole entry, looked up): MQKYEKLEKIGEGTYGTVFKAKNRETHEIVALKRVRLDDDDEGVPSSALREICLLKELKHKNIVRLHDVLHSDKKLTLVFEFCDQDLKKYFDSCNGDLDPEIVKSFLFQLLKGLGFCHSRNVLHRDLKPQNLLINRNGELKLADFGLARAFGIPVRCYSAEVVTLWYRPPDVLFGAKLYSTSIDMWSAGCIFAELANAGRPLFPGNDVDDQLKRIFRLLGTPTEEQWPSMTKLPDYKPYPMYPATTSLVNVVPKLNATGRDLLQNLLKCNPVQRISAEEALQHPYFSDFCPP
Target sequence (Q15078 whole entry, looked up): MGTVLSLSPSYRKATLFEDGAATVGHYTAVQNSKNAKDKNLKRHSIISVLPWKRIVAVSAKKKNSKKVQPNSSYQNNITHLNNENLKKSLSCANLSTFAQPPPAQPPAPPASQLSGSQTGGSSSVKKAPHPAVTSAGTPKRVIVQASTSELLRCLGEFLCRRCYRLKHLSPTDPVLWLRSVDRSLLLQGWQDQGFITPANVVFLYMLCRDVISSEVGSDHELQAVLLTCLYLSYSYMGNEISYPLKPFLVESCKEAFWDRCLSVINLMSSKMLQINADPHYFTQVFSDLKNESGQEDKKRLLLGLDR
SR-BI DiI-HDL act: enhances SR-BI lipid uptake from DiI-HDL; CHO ldlA[mSR-BI] cells, DiI-HDL uptake fluorescence, 3 h; 100 = double the neutral-control signal; activation, % at 12.5 µM; 320,000 tested, 0.096% active; AID 504775;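 active means mean replicate activation of at least 60% and every replicate at or above 60%; inconclusive means mean or all-replicate condition met, but not both; inactive means mean below 60% and not all replicates reaching 60%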;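 further: 0% = median plate neutral-control signal and 100% = twice that signal; values of inactives mirror those of a sister screen read the other way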
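Test system: SR-BI-overexpressing, LDLR-lacking CHO cells; Also added: labelled HDL, 10 µg/mL; Measured by: bottom-read cell fluorescence after medium removal, ex 550/em 595 nm; Timing: 3 h uptake period with compound, 37 °C; Buffer or medium: F12, 0.5% BSA, 25 mM HEPES; Doses: single compound concentration, delivered by pin transfer.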
RTF Ca sens act: cardiac RTF calcium sensitization | P19429+P45379 | 340,000 tested, 0.24% active | AID 493008 | activation, % at 7.2 µM | IANBD-labeled TnC RTF fluorescence at EC20 calcium; 0% EC20 calcium, 100% full calcium;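 active means activation above the mean over all tested compounds plus 3 SD, cut at about 30% in these data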;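 further: rise in fluorescence read as greater calcium sensitivity of cardiac thin filaments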
SR-BI DiI inh: inhibitors of mouse SR-BI mediated HDL lipid uptake; Q61009; ldlA[mSR-BI] CHO cells, DiI-HDL uptake fluorescence, 3 h; inhibition, % at 12.5 µM; 320,000 tested, 0.96% active; AID 488896;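 active means mean replicate inhibition of at least 70% and a set share of replicates each scoring 70 or more; inconclusive means meets just one of the two criteria; inactive means fails both criteria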;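 further: 0% = median of neutral control wells and 100% = median of positive control wells; values of inactives mirror those of a sister screen read the other way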
Starred values were filed as active, the others as inactive; ? = inconclusive; . = no result given. An unsorted share of the library. Share with any hit: about 4.4%.

SMILES | dFosB act | Rtt109 Vps75 | MITF act | Wnt act | PvdQ inh | HTR5A ag ctr | CDK5 p35 inh | SR-BI DiI-HDL act | RTF Ca sens act | SR-BI DiI inh
O=C(NCCN1CCN(c2ccccc2)CC1)C1CCCN(S(=O)(=O)c2cnc[nH]2)C1 (stereo not drawn) | 5 | 0 | 2 | . | -17 | -3 | 0.6 | 23 | -3 | -23
COc1ccc(CC(=O)N[C@@H](C)C(=O)N2CCC3(CC2)NCCc2[nH]cnc23)cc1 | -3 | 3 | 3 | -1 | -16 | -2 | -1.8 | -3 | 0 | 3
O=C(NCc1ccc(F)cc1)c1ccc(Cl)c(NC2=NC3CS(=O)(=O)CC3S2)c1 (stereo not drawn) | 0 | -6 | . | 5 | -12 | 0 | 0.0 | 0 | 2 | 0
O=c1[nH]cnc2ccc([N+](=O)[O-])cc12 | -7 | 5 | -30 | -2 | -2 | 0 | -3.4 | 17 | 7 | -17
CC(SCc1ccccc1)C(=O)Nc1ccccc1-c1ccccc1 (stereo not drawn) | -3 | 1 | -6 | . | -8 | 5 | -3.5 | 1 | 13 | -1
CCC(=O)CN(Cc1cc(OC)ccc1OC)S(=O)(=O)c1ccccc1Br | 4 | -8 | 5 | -2 | -2 | -2 | -2.8 | 22 | -2 | -22
CCc1ccc2oc(-c3cc(N)ccc3Cl)nc2c1 | -9 | -9 | 6 | 4 | 10 | 6 | 1.5 | -41 | -12 | 41
Cc1sc2ncnc(OCC(=O)N3CCN(S(=O)(=O)c4ccc(Cl)cc4)CC3)c2c1C | -13 | 4 | -1 | . | -9 | 0 | 1.4 | -3 | 0 | 3
COc1ccc(CC(=O)N2CCN=C2SC)cc1OC | -7 | -8 | 14 | -2 | -4 | 5 | -0.5 | 12 | -7 | -12
O=C(O)c1ccc(OCCN2CCCC2=O)cc1 | -4 | -7 | -4 | 0 | -12 | 3 | -2.9 | 0 | -1 | 0
CN(C)S(=O)(=O)c1ccc2c(c1)C(=NO)c1cc(S(=O)(=O)N(C)C)ccc1-2 | -13 | 2 | -3 | -1 | -25 | -2 | 2.5 | -7 | 2 | 7
CC(=O)NC(Cc1ccccc1F)C(=O)NC1CCN(C(=O)NCc2ccccc2)CC1 (stereo not drawn) | 4 | 0 | 4 | -2 | -11 | -6 | -5.2 | -3 | 1 | 3
Cc1nc2c(C(=O)N3CCN(C)CC3)cnn2c(C)c1Cc1ccc(Cl)cc1 | -2 | 4 | 4 | . | 4 | -2 | -3.2 | 17 | 0 | -17
COc1cccc2cc(C(C)N(CCCN3CCOCC3)C(=S)Nc3ccccc3C)oc12 (stereo not drawn) | -7 | 3 | 6 | 0 | 2 | 1 | -0.4 | . | -1 | .
CC(=NNC(=S)Nc1ccc(C)cc1)c1ccccn1 | 2 | 9 | -1 | -4 | 14 | -7 | 0.4 | -9 | -4 | 9
Cc1nc(Cl)c(N=Cc2cccc([N+](=O)[O-])c2)c(Cl)n1 | 5 | 1 | -13 | -1 | 1 | 3 | 2.0 | . | -5 | .
COc1cc(C)ccc1OCCOc1cc(C)ccc1Cl | 2 | -8 | 22 | . | -13 | -6 | 0.0 | -37 | 0 | 37
COC(=O)c1cccn(CC(=O)c2ccc(Cl)cc2)c1=O | 0 | -9 | -7 | -1 | 3 | -2 | -0.8 | 7 | 8 | -7
CCC(C)NC(=S)N1CCN(Cc2ccc3c(c2)OCO3)CC1 (stereo not drawn) | 0 | 1 | 3 | -2 | -7 | 0 | -0.8 | 20 | 0 | -20
CN(Cc1cccc(F)c1)C(=O)c1ccc(S(=O)(=O)N2CCOCC2)cc1 | 3 | -2 | -1 | -2 | 4 | -3 | -0.2 | 18 | -1 | -18
COC(=O)/C=C1\N/C(=N\c2nc(C)cc(C)n2)N(c2ccc(C)c(C)c2)C1=O | -5 | -5 | -7 | 1 | -8 | 2 | -0.5 | 22 | 6 | -22
O=C(COC(=O)C1CCN(c2ccc(C(F)(F)F)cn2)CC1)c1ccccc1 | -3 | -2 | 3 | -2 | -1 | -4 | 1.6 | 5 | -11 | -5
COCCNC(=O)c1c(N)n(-c2ccccc2)c2nc3ccccc3nc12 | -7 | 2 | -2 | . | 6 | -4 | -0.4 | -29 | 1 | 29
COc1ccc(C/C(N)=N/OC(=O)Cc2ccccc2)cc1 | 1 | -6 | . | . | -10 | -4 | 0.7 | 13 | 2 | -13
Cc1ccccc1C(=O)NC1CCN(CC(=O)Nc2ccc(N(C)C)cc2)CC1 | 2 | 1 | . | -1 | -12 | -1 | 1.0 | -13 | 0 | 13

Further compounds follow.
SMILES | dFosB act | Rtt109 Vps75 | MITF act | Wnt act | PvdQ inh | HTR5A ag ctr | CDK5 p35 inh | SR-BI DiI-HDL act | RTF Ca sens act | SR-BI DiI inh
Cc1cccc(N2CCN(S(=O)(=O)c3cccc4nonc34)CC2C)c1 (stereo not drawn) | -3 | -4 | 10 | -2 | -8 | 6 | 1.6 | -16 | -2 | 16
Cc1ccccc1CCNC(=O)C1CCN(S(=O)(=O)c2ccc(-n3cnnn3)cc2)CC1 | -2 | -9 | 8 | . | -6 | -3 | 0.3 | 4 | 2 | -4
O=C(O)/C=C/c1cnn(-c2ccccc2)c1 | -4 | 5 | -8 | 3 | -9 | -5 | 1.8 | 14 | 5 | -14
Cc1ccn2cc(CCNC(=O)Cc3cccs3)nc2c1 | -2 | -2 | -2 | 0 | -11 | 9 | 1.0 | 29 | 2 | -29
CN(C)/C=N/c1sc2c(c1C(N)=O)CCCC2 | -7 | 9 | 11 | 2 | -8 | -3 | 1.3 | -11 | 3 | 11
OC1COC(OCc2ccccc2)C(O)C1O (stereo not drawn) | -3 | 6 | 4 | -1 | 1 | -2 | 1.7 | 34 | 0 | -34
O=[N+]([O-])c1nn(-c2ccc(Cl)cc2)n(O)c1=NCc1ccncc1 | 3 | -3 | -4 | ? | -15 | -1 | -1.1 | . | -2 | .
CSc1nc(-c2ccccc2)c(C#N)c(=O)n1C | -6 | -9 | -7 | 0 | 0 | -5 | 1.7 | 21 | -2 | -20
O=C(NCc1ccc2c(c1)OCO2)c1ccc(Cl)s1 | 0 | -3 | 10 | 4 | 11 | -2 | -0.4 | -3 | 1 | 3
Cc1cccc(/C(N)=N/OC(=O)c2cccnc2)c1 | -20 | -2 | 49 | 33* | -3 | 3 | -2.4 | 18 | -1 | -18
Cc1ccc(-n2ncc3c(SCc4ccccn4)ncnc32)c(C)c1 | -4 | 9 | 59 | -3 | 0 | 3 | -4.1 | -30 | 0 | 30
CC(=O)c1c(C)n(C)c2ccc(OC(=O)c3ccc([N+](=O)[O-])cc3)cc12 | 4 | -2 | 0 | 2 | -5 | 1 | -2.8 | 2 | -6 | -2
O=C(O)COc1ccc(/C=C2/SC(=S)N(Cc3ccccc3)C2=O)cc1 | -16 | -3 | . | -1 | -19 | -4 | -0.8 | 16 | -3 | -16
O=C(CCN1C(=O)C2C3C=CC(C3)C2C1=O)NC1CCCc2ccccc21 (stereo not drawn) | 3 | -5 | 2 | -2 | -1 | -2 | -0.6 | 11 | -3 | -11
COc1ccc(-c2c(-c3cccc(C)c3)oc3ccc(-c4ccc5c(c4)OCO5)cc23)cn1 | -1 | 7 | -1 | -7 | 7 | 2 | 1.8 | 14 | -2 | -14
Cc1cc(C(=O)CSc2nnc(-c3ccccc3)n2Cc2ccc3c(c2)OCO3)c(C)n1C | 1 | -4 | -14 | . | -21 | 9 | 0.8 | -3 | -1 | 3
O=c1c2cnn(-c3ccc(F)cc3)c2ncn1Cc1ccccc1 | -12 | 1 | -8 | . | -4 | -1 | -0.4 | 13 | -2 | -13
O=C(CSc1nnc(NC(=O)C2CC2)s1)Nc1ccc(F)cc1F | -9 | -9 | -2 | -1 | -15 | 2 | -0.8 | 12 | 5 | -12
COc1cc2c(cc1[N+](=O)[O-])n(C(C)C)c(=O)n2C(C)C | -11 | . | -9 | -1 | -13 | 11 | -0.5 | 11 | 5 | -11
COc1cccc(CNC(=O)CCCCCNC(=O)N2CCn3c2nc2ccccc23)c1 | -15 | 1 | 4 | -2 | -7 | . | 1.4 | -21 | 4 | 21
COc1cc(NC(=O)CSc2nnc3ccc(-c4cccnc4)nn23)cc(OC)c1 | -8 | -17 | 17 | -3 | -2 | 6 | 0.8 | -10 | 3 | 10
CCCCNC(=O)n1c(=O)oc2ccc(Cl)cc21 | 0 | -8 | 8 | 3 | -12 | -1 | -1.4 | -16 | -4 | 16
CCNc1cc(N2CCCC2)ccc1[N+](=O)[O-] | 4 | 2 | -1 | . | -2 | -2 | -0.6 | 2 | 2 | -2
O=C(Nc1cccc2ccccc12)/C(=C\c1cccc([N+](=O)[O-])c1)NC(=O)c1cccs1 | -1 | 0 | 2 | -4 | -7 | 1 | -1.8 | -32 | 5 | 32
Cc1cc(C(=O)N/N=C/c2cccc(Cl)c2Cl)no1 | -12 | 3 | 65 | 7 | 6 | -3 | 1.2 | -21 | 1 | 21

(continued)
SMILES | dFosB act | Rtt109 Vps75 | MITF act | Wnt act | PvdQ inh | HTR5A ag ctr | CDK5 p35 inh | SR-BI DiI-HDL act | RTF Ca sens act | SR-BI DiI inh
CCC1C(=O)C(C)(C)C(=O)OC1c1ccc([N+](=O)[O-])cc1 (stereo not drawn) | -2 | -2 | -3 | 1 | -11 | -2 | -1.8 | -13 | -3 | 13
CC(C)(O)C#Cc1ccc(CNC[C@H]2O[C@@H](n3cnc(C(N)=O)n3)[C@H](O)[C@@H]2O)s1 | -5 | 5 | 10 | -2 | -23 | 2 | -5.9 | 1 | 5 | -1
CCC(C)[C@H](NC(=O)NCCC1=CCCCC1)C(=O)OC (stereo partly drawn) | -4 | -8 | 2 | 4 | -18 | 4 | -0.6 | -32 | -3 | 32
O=C(NC1CSC/C1=N\O)c1ccccc1 (stereo not drawn) | 2 | . | . | . | -14 | -1 | -0.1 | -1 | 5 | 1
CCCCc1nc2cc(C(=O)N3CCCC3)ccc2o1 | -3 | -1 | 11 | 10 | -2 | 1 | 3.2 | 13 | -6 | -13
COc1ccc(N(C(C)C(=O)NCc2ccco2)S(C)(=O)=O)cc1 (stereo not drawn) | -11 | 2 | . | -5 | -6 | 2 | -0.2 | 12 | -3 | -12
COc1ccc(C=O)cc1OS(=O)(=O)c1ccc(NC(C)=O)cc1 | -3 | . | -23 | -1 | -9 | -2 | -5.6 | 39 | -3 | -39
CC(=O)N1CCN(C(=O)c2ccc3c(c2)S(=O)(=O)c2ccccc2C3=O)CC1 | 2 | 0 | 1 | -2 | -2 | -1 | 0.4 | 12 | -1 | -12
COCCCNC(=O)CN1C(=O)/C(=C\c2ccc(C)cc2)Sc2ccccc21 | -7 | 8 | 10 | . | 12 | -1 | -1.1 | -49 | -4 | 49
